# Bioassay records deposited in PubChem by Sanford-Burnham Center for Chemical Genomics.
# NLRP3 yeast inh: NALP3 inflammasome inhibitors in reconstituted yeast, primary screen, luminescence, uHTS; Yeast reconstituted NLRP3/ASC/caspase-1, beta-gal luminescence, 24 h; inhibition, % at 10 µM; 330,000 compounds, 0.39% hits; AID 2825, 2010;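 active = inhibition of 50% or more; inactive = inhibition below 50%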;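 note: plate controls were induced DMSO wells for no effect and uninduced yeast grown without galactose for full effect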
# TIM10 inh: growth inhibitors of isogenic TIM10 control yeast, primary screen, counter-screen for tim10-1 yeast inhibitor project, luminescence, uHTS. S. cerevisiae TIM10 strain growth, BacTiter-Glo luminescence, 24 h. inhibition, % at 10 µM. 330,000 compounds, 1.4% hits;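 active = inhibition of 40% or more at the single tested concentration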;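 note: wild-type TIM10 isogenic control strain grown at permissive 25 °C; 0% = DMSO yeast wells and 100% = minimal medium wells without yeast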
# tim23-1 inh: growth inhibitors of tim23-1 mutant yeast, primary screen, luminescence, uHTS; S. cerevisiae tim23-1 growth, BacTiter-Glo luminescence, 24 h; inhibition, % at 20 µM; 330,000 compounds, 1.3% hits; AID 463212, 2010;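 active = growth inhibition of the mutant yeast at or above 50%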;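 note: temperature-sensitive mutant grown at 25 °C; plate controls were DMSO-treated mutant yeast for no effect and medium wells lacking yeast for full effect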
# APJ antagonist: antagonists of human apelin receptor APJ, primary screen, CHO-K1 cells, beta-arrestin complementation, luminescence; P35414; 330,000 compounds, 0.32% hits; inhibition, % at 20 µM;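 active = inhibition above about 40% at 20 µM, limit read from the data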;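 note: cells challenged with 10 nM apelin-13 agonist together with compound; plate controls were apelin-13 plus DMSO wells for no effect and DMSO wells lacking apelin-13 for full effect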
# Target sequence (P35414 whole entry, looked up): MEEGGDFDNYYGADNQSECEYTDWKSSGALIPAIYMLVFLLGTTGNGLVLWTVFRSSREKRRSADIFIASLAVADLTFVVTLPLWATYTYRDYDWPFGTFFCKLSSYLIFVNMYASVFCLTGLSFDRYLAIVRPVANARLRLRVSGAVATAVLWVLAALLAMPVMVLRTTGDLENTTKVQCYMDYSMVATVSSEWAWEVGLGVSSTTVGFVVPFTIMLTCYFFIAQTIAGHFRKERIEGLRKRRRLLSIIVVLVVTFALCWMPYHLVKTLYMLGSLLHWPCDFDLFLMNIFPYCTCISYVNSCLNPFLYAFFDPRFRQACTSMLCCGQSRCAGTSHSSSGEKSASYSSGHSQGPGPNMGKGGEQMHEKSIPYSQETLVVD
# APJ ag: agonists of human apelin receptor APJ, primary screen, CHO-K1 cells, PathHunter beta-arrestin, luminescence; P35414; 0% DMSO wells, 100% apelin; activation, % at 20 µM; 330,000 compounds, 0.11% hits; AID 2520, 2010;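 active = activation more than six SD over the plate average, tested at 20 µM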;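 note: 0% = DMSO alone and 100% = apelin-13 at 10 nM; some results filed as inactive read as strong as hits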
#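 Test system: CHO-K1 APJ beta-arrestin complementation cell line. Amount: cell density 1000 per well. Controls: DMSO negative, 10 nM Apelin-13 positive. Signal: luminescent beta-gal fragment complementation, chemiluminescent substrate. Read-out basis: agonist-driven arrestin binding to APJ. Timing: compound stimulation 90 min at 25 °C, detection 60 min.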
# MPTP block: mitochondrial permeability transition pore inhibitors, primary screen, biochemical, isolated mouse mitochondria, absorbance | AID 602449, 2012 | 360,000 compounds, 1.4% hits | inhibition, % at 10 µM | Ca2+ swelling absorbance, 30 min;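 active = inhibition of 50% or more, scaled per plate between neutral and stimulator controls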;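 note: 0% = DMSO wells given calcium and 100% = 1 mM EGTA wells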
# tim10-1 inh: growth inhibitors of tim10-1 mutant yeast, primary screen, luminescence, uHTS; S. cerevisiae tim10-1 ts strain growth, BacTiter-Glo, 24 h; inhibition, % at 20 µM; 330,000 compounds, 2.2% hits; AID 463190, 2010;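 active = inhibition of at least 40%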;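 note: mutant grown at 25 °C; 0% = DMSO wells with yeast and 100% = wells holding no yeast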
# NR3A LBD binder: binders of NR3A ligand-binding domain, primary screen, biophysical, differential scanning fluorimetry, uHTS | NR3A LBD differential scanning fluorimetry, Tm shift; 0% = protein alone, 100% = glycine-bound protein | 340,000 compounds, 2.5% hits | Glutamate receptor ionotropic, NMDA 3A (GRIN3A) ligand-binding domain | Tm shift relative to glycine control, % at 25 µM;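 active = melting temperature shift of at least 10% of the positive control shift, at one fixed dose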
# beta cell repl: inducers of MIN6 beta-cell proliferation, primary screen, ATP luminescence, uHTS | AID 2380, 2010 | MIN6 cells proliferation, ATPlite luminescence, 48 h; cells starved in 0.2% serum; 100% = growth in 10% serum | 330,000 compounds, 0.29% hits | proliferation, % at 10 µM;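 active = compounds whose signal lies at least 3.5 SD above the mean of all wells on their plate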;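 note: 0% = DMSO-treated cells in low-serum medium and 100% = 10% serum control; some compounds called inactive have numbers as strong as hits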
# * marks the source's active call; other numbers are inactive results; nt = no result given.
SMILES,NLRP3 yeast inh,TIM10 inh,tim23-1 inh,APJ antagonist,APJ ag,MPTP block,tim10-1 inh,NR3A LBD binder,beta cell repl
COCCN1Cc2cccc(C(=O)Nc3ccc(C)cc3)c2C1=O,13.4,17.3,23.2,13.6,-3.1,0.4,43.4*,3.7,3.3
Cc1ccc(NC(=O)N2CCCC(C(=O)O)C2)cc1 (stereo not drawn),10.9,-17.2,-0.7,-3.7,-4.5,-0.5,0.5,-0.4,2.9
CC(C)(C)c1ccc(C(=O)NCc2ccc(Cl)cc2)cc1,7.2,-1.1,10.9,-3.8,-1.0,0.8,7.6,-1.3,-2.3
Cc1ccccc1NC(=O)OCc1ccccc1,8.9,-8.1,2.1,10.7,-2.7,0.0,0.7,0.3,-0.2
COc1cc(S(=O)(=O)NC2CCCC2)ccc1F,-3.4,5.7,18.9,-19.0,-3.6,-3.5,12.7,0.5,0.8
Cc1ccc(/C([O-])=C(/C(=S)NCc2ccco2)[n+]2ccccc2)cc1,18.7,16.9,8.1,6.8,-2.7,nt,9.4,nt,-2.0
CCOc1ccc(CCNC(=O)Cn2c(=O)c3cccn3c3cccnc32)cc1,0.6,11.0,9.1,-7.7,-6.3,2.3,24.6,-2.6,8.6
Cc1ccc(CNC(=O)CCC2CCCN(Cc3cc4ccccc4o3)C2)o1 (stereo not drawn),6.8,-11.1,3.1,0.8,-1.0,0.0,2.2,0.0,-1.5
COC(=O)Nc1ccc2ncn(C)c(=O)c2c1,13.1,-0.1,1.9,16.6,-0.3,-1.9,-11.9,-1.0,-2.0
CCCCn1c(=O)[nH]c(=O)c2c1nc(Cn1ncc(Cl)c(Cl)c1=O)n2CCC,5.3,-4.1,2.8,28.8,-3.7,-1.2,14.7,3.2,-5.9
COc1cccc(C(=O)N(CN2CCCC2=O)c2cccc(Cl)c2)c1,15.9,0.5,10.6,-12.0,-0.4,-0.6,4.8,2.7,2.4
Cc1c(NC(=O)CS(=O)(=O)c2ccccc2)c(=O)n(-c2ccccc2)n1C,2.4,-17.6,10.4,17.2,-0.6,-2.8,5.7,0.1,0.4
Cc1cc2ncn(CCOc3ccccc3C#N)c2cc1C,36.9,-11.6,10.5,-28.7,0.2,-2.9,4.7,2.2,-1.9
O=C(CN1CCOc2ccccc21)NCc1ccccc1,18.1,-4.0,2.4,4.8,-0.1,-0.6,0.7,-0.8,3.8
CC(=O)Nc1ccc(NC(=O)CSc2nnc(-c3cccnc3)o2)cc1,14.0,1.3,-21.6,-19.9,-2.8,-1.9,-21.6,-4.5,0.8
COC(=O)C(C)NC(=O)c1ccc(C(C)(C)C)cc1 (stereo not drawn),11.0,3.6,22.2,-36.6,-1.2,1.5,10.6,1.5,-2.5
COc1cccc(NC(=O)Cn2cnc3c(oc4nc5c(cc43)CCCC5)c2=O)c1,1.0,-0.1,-1.2,3.5,1.9,-0.7,9.2,2.7,-2.4
COc1ccc(-c2nnn(CCc3nn[nH]n3)n2)cc1OC,11.3,-16.6,-3.0,18.9,-0.5,0.1,23.5,0.9,0.6
COCCN(C(=O)c1snc(C(N)=O)c1N)C(C(=O)NC1CCCCC1)c1cc(OC)c(OC)c(OC)c1 (stereo not drawn),0.5,-2.9,8.6,10.6,-3.2,0.1,9.7,0.2,-3.0
CSc1ncccc1C(=O)OCC(=O)NC(C)C,10.3,-6.0,-3.3,-4.1,-4.3,1.0,-0.6,0.1,-1.3
C=C(C)Cn1c(N2CC(C)CC(C)C2)nc2c1c(=O)[nH]c(=O)n2C (stereo not drawn),15.4,7.4,11.6,-60.2,-2.3,-0.5,23.3,1.1,-0.4
S=c1[nH]nc(-c2ccc(Cl)cc2Cl)n1-c1ccc(Cl)cc1,15.6,31.4,34.3,-3.4,3.4,-0.8,37.9,0.8,0.0
NNC(=O)C1CCN(S(=O)(=O)c2ccc(Cl)cc2)CC1,13.5,10.1,9.5,13.7,0.4,0.3,1.2,-3.7,-1.0
CC(C)(C)c1ccc(C(=O)NCC(=O)O)cc1,20.8,-2.9,16.7,-35.3,-0.9,-1.5,11.8,-0.5,-0.9
CCC[C@@H](CN[C@@H](CNC)[C@H](C)CC)NCC1CCC(C(C)(C)C)CC1 (stereo partly drawn),31.2,7.7,-26.2,6.9,1.7,94.0*,0.7,0.8,-8.9
Cc1cc(S(=O)(=O)Nc2ccc(C(=O)NCC3CCCO3)cc2)ccc1F (stereo not drawn),11.7,0.9,12.2,2.8,0.1,-0.6,4.1,nt,0.8
CC1(C)Cc2c(sc3nc(SCC(=O)O)nc(N)c23)CO1,15.7,8.2,10.0,2.0,-6.4,-2.2,-0.9,-0.4,-1.6
CC(C)CC(NC(=O)C1CCC(C)CC1)C(=O)Nc1ccccn1 (stereo not drawn),27.9,20.3,17.4,1.8,-2.5,-0.5,16.7,-1.4,-4.3
CN(C)c1ccc(CN2CCCCCC2)cc1,14.4,-3.4,-0.4,3.9,-2.5,-1.6,-0.8,3.6,-1.7
O=c1[nH]c(SCc2ccccc2)nc2ccsc12,-10.1,6.2,30.6,0.0,-1.2,0.0,15.5,-1.4,-2.7

# Just APJ antagonist (3 entries from above):
mol | APJ antagonist
CC(C)(C)c1ccc(C(=O)NCC(=O)O)cc1 | -35.3
CCC[C@@H](CN[C@@H](CNC)[C@H](C)CC)NCC1CCC(C(C)(C)C)CC1 (stereo partly drawn) | 6.9
Cc1cc(S(=O)(=O)Nc2ccc(C(=O)NCC3CCCO3)cc2)ccc1F (stereo not drawn) | 2.8

# (further entries)
SMILES,NLRP3 yeast inh,TIM10 inh,tim23-1 inh,APJ antagonist,APJ ag,MPTP block,tim10-1 inh,NR3A LBD binder,beta cell repl
C=CCSc1nnc(-c2cc(C(C)(C)C)nn2Cc2ccc(F)cc2)n1C,21.8,11.4,36.6,5.3,-6.7,1.1,21.3,-1.1,-2.4
COc1ccc(OC)c(NC(=O)C2CCCN(S(=O)(=O)c3ccc(-n4cnnn4)cc3)C2)c1 (stereo not drawn),8.5,3.7,5.9,-2.8,4.0,-0.6,-0.7,4.2,-1.2
O=C1CCc2cc(S(=O)(=O)NC(Cc3ccccc3)C(=O)NC3CCCC3)ccc2N1 (stereo not drawn),8.7,9.3,-2.4,3.3,1.5,-0.1,11.6,1.0,3.7
CC1Oc2ccccc2N(CC(=O)NCC2CCCO2)C1=O (stereo not drawn),6.8,-4.9,0.2,6.5,-2.7,-0.7,1.1,0.6,0.6
CN(c1ccccc1)S(=O)(=O)c1ccc(C(=O)Nc2nccs2)cc1,8.0,-7.0,10.1,-10.3,-0.4,0.7,0.0,-1.8,0.9
Cc1ccc(C(=O)N/C(=C\c2ccc(Cl)cc2)C(=O)NCCN2CCOCC2)cc1,1.2,-18.4,9.6,-5.2,-2.2,-0.3,16.0,-2.0,0.0
O=C(CSCCO)Nc1ccc(C2CCCCC2)cc1,3.8,7.0,15.8,-1.4,-1.2,3.2,14.0,-0.9,-4.0
Cc1ccc(NC(=O)CNCc2ccccc2)cc1Br,30.3,-12.9,7.5,1.3,-3.0,3.2,-10.5,1.4,-2.0
CCCCN1CNC(=S)N(CCc2ccccc2)C1,16.2,20.3,38.8,-15.0,-0.5,-1.7,24.2,0.3,0.0
C/C(=N\NC(=O)C(N)=O)c1ccc2c(c1)OCCO2,-0.6,9.1,0.6,-0.7,-1.7,0.2,9.4,-0.5,-0.6
O=C(Nc1cccc(Cl)c1)C1CC1c1ccccc1 (stereo not drawn),-9.0,-9.2,33.6,20.1,-3.8,12.6,22.7,-0.1,-3.0
Cc1ccc(N2C(=O)CC(NNC(=O)Cc3ccc(F)cc3)C2=O)cc1Cl (stereo not drawn),10.8,-11.7,-6.8,14.3,-2.1,0.5,-5.1,-2.2,-3.0
CCOc1ccc(CCNC(=O)CN2C(=O)c3cccnc3Oc3ccc(Cl)cc32)cc1,6.9,7.1,15.1,-23.7,0.1,-1.0,-4.9,3.7,-5.2
O=C(/C(=N\O)n1cncn1)c1ccc(Cl)cc1Cl,2.6,17.9,-2.2,-5.8,-0.6,-0.3,-5.7,-0.5,1.6
Cc1ccc(-n2c(-c3nn(C)cc3Cl)n[nH]c2=S)cc1,29.0,-11.4,10.2,4.4,-3.0,1.5,5.6,-1.0,0.0
COC(=O)c1cc(Cl)c(NC(=O)c2ccc(C(C)(C)C)cc2)cc1OC,13.7,22.2,25.6,-21.7,-0.8,0.2,17.5,1.5,-6.1
COC(=O)c1cccc(Cn2c(Cl)c(/C=N/NC(=O)c3ccccc3Cl)sc2=O)c1,2.5,4.7,-5.9,6.0,-2.4,6.1,13.5,-5.8,-5.6
CN(C)CCC#CC(O)(c1ccccc1)c1ccccc1,3.6,-33.2,18.4,-1.3,-2.2,-1.3,-20.0,-2.8,0.0
O=C(COC(=O)c1cc(Cl)nc2ccccc12)c1ccc(Cl)cc1,6.3,-23.2,7.9,-21.8,-0.5,11.3,16.6,-10.0,0.0
CCOP(=O)(O)c1ccccc1OCCCCCOc1ccccc1P(=O)(O)OCC,2.1,-1.9,0.8,-6.9,-3.3,-0.8,-9.0,-4.7,0.3
COc1ccc(C(CNC(=O)c2nn(-c3ccccc3)c(=O)c3ccccc23)N2CCOCC2)cc1 (stereo not drawn),-8.8,11.9,35.4,20.0,-4.2,-0.3,21.4,2.1,-1.4
O=C(OCc1nc2ccccc2s1)C1CCN(S(=O)(=O)c2cccs2)CC1,18.7,33.8,39.1,-0.1,1.8,-4.3,48.1*,2.8,-1.9
CCN(CC)c1ccc(N2C(=O)/C(=C/c3cccnc3)SC2=S)cc1,9.0,-6.7,-0.1,-6.2,6.1,2.2,14.3,4.1,1.1
COc1ccc(/C=C/C(=O)NC(=S)NNC(=O)c2cc(OC)c(OC)c(OC)c2)cc1OC,32.1,29.9,15.9,11.4,-0.3,-3.9,20.9,0.8,-3.3
Cc1ccc2nc3c(c(N)c2c1)CCN3c1ccccc1,15.0,12.3,20.7,0.5,-6.2,3.5,34.9,0.7,-2.8
COc1ccc(-n2c(Cc3cccn3C)nnc2SCC(=O)NCc2ccc(F)cc2)cc1,6.6,12.1,21.6,8.5,-2.8,-2.6,17.3,-0.3,-1.3
Cc1ccc(NC(=O)c2ccccc2)cc1OC(=O)c1ccccc1,39.1,22.1,25.4,12.5,0.9,0.0,8.4,-24.1,-2.6
COc1ccc(C(C)C)cc1S(=O)(=O)NC1CCCC1,5.0,13.4,25.8,9.6,-2.5,0.6,28.2,-0.6,1.8
CCOC(=O)c1sc2cc([N+](=O)[O-])cc(SCCO)c2c1N,8.0,1.6,15.4,-25.0,-1.2,3.9,3.2,-1.7,-0.8
O=C(Cc1ccc(F)cc1)Oc1ccc(C(=S)N2CCCC2)cc1,2.6,-13.1,0.1,3.5,-0.4,-1.1,36.6,-6.6,-0.6
